# PRMT1 inh: PRMT1 methyltransferase inhibitors, primary screen, biochemical, fluorescence polarization. actives 1.3% (n = 370,000). recombinant PRMT1, activity-based probe fluorescence polarization. Protein arginine N-methyltransferase 1 (Homo sapiens), Q99873. inhibition, % at 2.79 µM. AID 652257, 2013;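 active = inhibition above about 21% made by adding two undisclosed values, limit read from the data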
# Target sequence (Q99873 whole entry, looked up): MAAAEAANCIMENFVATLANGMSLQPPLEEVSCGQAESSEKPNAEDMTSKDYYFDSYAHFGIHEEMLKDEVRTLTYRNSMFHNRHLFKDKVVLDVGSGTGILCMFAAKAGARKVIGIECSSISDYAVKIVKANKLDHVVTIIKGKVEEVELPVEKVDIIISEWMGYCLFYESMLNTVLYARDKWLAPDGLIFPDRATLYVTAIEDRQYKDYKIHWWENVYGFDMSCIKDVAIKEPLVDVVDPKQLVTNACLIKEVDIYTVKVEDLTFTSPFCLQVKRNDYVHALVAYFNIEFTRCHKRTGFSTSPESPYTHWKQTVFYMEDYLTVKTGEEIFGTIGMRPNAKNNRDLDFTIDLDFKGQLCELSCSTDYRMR
# UHRF1 MBD2 ctr: UHRF1 methylated DNA binding inhibitors, primary screen, counter-screen for MBD2 inhibitor project, biochemical, TR-FRET, human UHRF1, single concentration | inhibition, % at 4.4 µM | actives 0.75% (n = 370,000) | UHRF1 binding to methylated oligo | AID 687016, 2013; in the data active = inhibition above about 21%;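 note: UHRF1 SRA domain binding a hemimethylated CpG hairpin DNA probe; 0% = median of test compound wells and 100% = reference inhibitor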
# TDP2 inh: human TDP2 enzyme inhibitors, primary screen, biochemical, epi absorbance, recombinant enzyme; Tyrosyl-DNA phosphodiesterase 2 (Homo sapiens), O95551; T5PNP hydrolysis, p-nitrophenol absorbance 415 nm; inhibition, % at 12.8 µM; actives 0.34% (n = 370,000); AID 720702, 2013;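 active = inhibition above the mean of all tested compounds plus 3 SD, set per campaign, cut at about 25% in these data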;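 note: 0% = DMSO with enzyme and 100% = buffer with substrate but no TDP2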
#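 Test system: Human TDP2 enzyme | Reagent: 5 mM T5PNP | Compound dosing: 12.8 µM single point, 1% DMSO | Incubation: Enzyme reaction with compound for 2 h at 37 °C | Technique: p-Nitrophenol epi absorbance | Read-out: % inhibition relative to enzyme-containing and enzyme-free wells | Benchmarks: High control without enzyme, low control DMSO plus TDP2 | Replicates: Singlicate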
# MBD2 inh: inhibitors of MBD2 binding to methylated DNA, primary screen, biochemical, TR-FRET, DNA-binding domain, human | Methyl-CpG-binding domain protein 2 (Homo sapiens), Q9UBB5 | inhibition, % at 4.4 µM | MBD2 binding to methylated oligonucleotide | actives 0.31% (n = 370,000); in the data active = inhibition above about 13%
# Tn7 DDE FP: inhibitors of Tn7 peptide binding to fibrin DD(E), primary screen, biochemical, fluorescence polarization, human fibrin, Tn7 probe; Fibrinogen beta chain (Homo sapiens), P02675; FP displacement of FITC-Tn7 peptide from fibrin DD(E); 0% = median of compound wells per plate; inhibition, % at 8.3 µM; actives 0.13% (n = 370,000); AID 720508, 2013;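 active = inhibition above the mean of compounds falling within the control limits plus 3 SD of them, cut at about 14% in these data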;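 note: 0% = plate median of compound wells and 100% = 10 µM Aha-Tn7 peptide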
# Target sequence (P02675 whole entry, looked up): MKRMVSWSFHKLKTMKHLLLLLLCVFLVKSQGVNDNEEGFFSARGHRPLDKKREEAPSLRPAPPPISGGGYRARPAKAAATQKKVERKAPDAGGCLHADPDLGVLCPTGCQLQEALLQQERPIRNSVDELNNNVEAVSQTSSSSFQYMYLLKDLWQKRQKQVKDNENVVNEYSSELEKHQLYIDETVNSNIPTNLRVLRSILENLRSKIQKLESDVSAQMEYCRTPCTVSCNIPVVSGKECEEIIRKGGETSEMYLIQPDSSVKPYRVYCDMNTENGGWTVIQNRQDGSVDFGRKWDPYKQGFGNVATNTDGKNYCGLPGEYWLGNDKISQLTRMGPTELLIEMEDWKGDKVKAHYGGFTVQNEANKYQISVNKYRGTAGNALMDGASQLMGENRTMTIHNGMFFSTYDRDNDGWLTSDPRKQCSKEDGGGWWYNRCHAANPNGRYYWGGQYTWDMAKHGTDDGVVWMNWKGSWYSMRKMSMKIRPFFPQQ
#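 Assay system: human fibrin DD(E) protein / Input: 2 µM fibrin DD(E) / Benchmarks: high control of 10 µM Aha-Tn7 peptide / Measured by: fluorescence polarization of the labelled Tn7 tracer / Medium: Tris buffer with calcium and detergent, pH 7.8 / Timing: 10 min compound pre-incubation, 3 h probe incubation at room temperature / Repeats: one replicate per compound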
# LEDGF integ inh: blockers of LEDGF/p75-dependent integrase strand transfer – biochemical, TR-FRET, high throughput, primary screen; TR-FRET IN-LEDGF/p75 DNA integration, Eu/Cy5; AID 743269, 2014; actives 0.64% (n = 370,000); inhibition, % at 3.7 µM;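 active = inhibition above the screen-wide mean plus 3 SD, cut at about 13% in these data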;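 note: signal is the Cy5 over europium emission ratio at 671 and 618 nm; 0% = plate median of compound wells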
# DDE Tn6 FP inh: inhibitors of Tn6 peptide binding to fibrin DD(E), primary screen, biochemical, fluorescence polarization, human fibrin, Tn6 probe. Fibrinogen beta chain (Homo sapiens), P02675. Fibrin DD(E) TRITC-Tn6 fluorescence polarization displacement. inhibition, % at 8.3 µM. actives 0.21% (n = 370,000);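 active = inhibition above a per-campaign cutoff: mean of compounds within control limits plus 3 SD, cut at about 15% in these data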;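 note: 0% = median of all compound wells on the plate and 100% = blocking peptide control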
# TCR CD3 inh: inhibitors of human TCR-CD3 interaction, primary screen, biochemical, fluorescence, TAMRA-labeled TCR probe; T-cell receptor (TCR); inhibition, % at 9.4 µM; actives 0.37% (n = 360,000); AID 651800, 2012; in the data active = inhibition above about 19%;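 note: recombinant mutant TCR 2C K166C tagged with TAMRA read by polarization; 0% = receptor in buffer alone and 100% = receptor with positive control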
# KLK7 zymogen act: proKLK7 zymogen activators, primary screen, biochemical, fluorescence intensity; purified proKLK7, EDANS-DABCYL substrate fluorescence; 100% is mature enzyme control, 0% vehicle; activation, % at 7 µM; actives 0.9% (n = 370,000);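 active = activation above the mean of all tested compounds plus 3 SD, computed per campaign excluding outliers beyond control limits, cut at about 13% in these data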
# Target sequence (P49862 whole entry, looked up): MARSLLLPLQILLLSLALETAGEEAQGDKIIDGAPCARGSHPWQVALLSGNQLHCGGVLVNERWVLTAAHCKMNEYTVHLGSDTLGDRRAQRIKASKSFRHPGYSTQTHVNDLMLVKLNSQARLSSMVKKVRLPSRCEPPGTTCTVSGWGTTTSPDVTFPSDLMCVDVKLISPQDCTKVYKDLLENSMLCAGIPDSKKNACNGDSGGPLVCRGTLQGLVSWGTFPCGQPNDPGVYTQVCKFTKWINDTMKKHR
# SIAE primary: human SIAE inhibitors, primary screen, biochemical, fluorescence polarization, FP-Rh probe, 1536-well HTS. Sialate O-acetylesterase (Homo sapiens), Q9HAT2. actives 0.69% (n = 370,000). inhibition, % at 9.66 µM. AID 1053197, 2014. SIAE FP-Rh probe binding;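 active = inhibition above a cutoff: mean of compounds within the control limits plus 3 SD of those, cut at about 17% in these data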;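 note: 0% = plate median of compound wells and 100% = probe without SIAE protein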
# Active calls of the source: *; . = no result given; & = joins results of further samples.
# Every second line gives: PRMT1 inh, UHRF1 MBD2 ctr, TDP2 inh, MBD2 inh, Tn7 DDE FP, LEDGF integ inh, DDE Tn6 FP inh, TCR CD3 inh, KLK7 zymogen act, SIAE primary
1) CCOC(=O)n1c(=O)n(C)c2ccc(Cl)cc21
 : 3, 5, -11, 2, 2, -4, -9, -3, -1.0, -5
2) CCOC(=O)Cc1csc(NC(=O)COc2c(C)cccc2C)n1
 : 2, 0, 5, 0, -5, -4, 0, -5, 0.2, -10
3) c1ccn(-c2ccc(-c3noc(CCc4ccncc4)n3)cc2)c1
 : -5, -1, 3, -7, -2, 5, -4, ., 1.1, 7
4) CC(C)C(=O)Nc1ccc2c(c1)nc(CCN1CCCCC1)n2C
 : 3, 1, 5, 0, -8, 1, 2, 1, 0.5, 6
5) N#Cc1c(-c2ccco2)cc(-c2cccnc2)nc1N
 : 12, -8, 13, 3, 8, 7, 8, 13, 20*, 4
6) CCNC(=S)N(Cc1cc2cccc(C)c2[nH]c1=O)C1CCCC1
 : -3, -3, 7, -4, 1, -2, -5, 8, 0.7, 8
7) Oc1cccc2ccc(/C=C/c3ccccc3Br)nc12
 : 7, 2, -11, -4, -5, 6, -8, -6, 10, -13
8) CCCCCC(=O)N1C[C@@H](n2cc(COC(=O)c3ccccc3)nn2)[C@H](O)C[C@@H]1c1ccccc1
 : -2, -2, 1, 2, 1, 1, -3, 5, 0.2, 7
9) COCCOC(=O)c1c(NC(=O)COC(=O)c2ccc(C)o2)sc(C(N)=O)c1C
 : 9, 3, -8, 8, 4, 3, -8, -8, 0.3, 1
10) CC(=O)N1N=C(c2ccc(C)c([N+](=O)[O-])c2)OC1(C)C
 : 2, 4, 2, 3, 0, -3, -5, -7, 0.6, 0
11) CC(=O)N(CCC(Cc1ccccc1)c1ccco1)Cc1ccco1 (stereo not given)
 : 2, 9, 3, 1, -3, -2, -1, -3, 0.2, -1
12) O=C(c1cccc(C(F)(F)F)c1)N1CCC(O)(CS(=O)(=O)Cc2ccc(Cl)cc2)CC1
 : -2, -1, 7, -4, 0, 0, -1, 8, 0.3, -1
13) O=C(CCC(=O)Nc1cc(C(F)(F)F)ccc1Cl)N/N=C\c1cc([N+](=O)[O-])ccc1O
 : 1, 0, -5, 7, -1, 1, -5, 15, 0.2, 4
14) CN1CCN(c2ccc(S(=O)(=O)N3CCOCC3)cc2NC(=O)C2CCCCC2)CC1
 : 5, 3, -10, 7, 0, 3, -2, 1, -0.7, 2
15) CN(Cc1cccs1)C(=O)CSc1nc(N)cc(N)n1
 : 0, 0, -11, -1, 8, -2, 2, 10, -0.3, -3
16) Cc1ccc(C(=O)NCC(=O)N(C)Cc2ccc(Cl)cc2Cl)s1
 : 0, -3, 12, 1, 0, 1, -7, -1, -0.4, 3
17) COc1cc(C2=NOC(C(=O)N3CCOCC3)C2)cc(OC)c1OC (stereo not given)
 : 1, 0, 3, 1, 3, -3, 6, 4, 0.0, 12
18) Cc1ccc(OCCCN2CCC(C(O)(c3ccccc3)c3ccccc3)CC2)cc1
 : 8&6, -1&4, -1&-6, 2&2, 5&-4, -4&1, -3&2, -9, 0.1, 4&4
19) CC(C)OCCCNC(=O)c1cc(-c2cccnc2)nc2ccccc12
 : 5, -2, -1, -6, 0, 3, 2, -2, -0.1, -7
20) COc1cccc(/C=N/Nc2ccc([N+](=O)[O-])cn2)c1O
 : 1, 0, -20, 1, -2, -1, -15, -4, 0.1, 3
21) CC(C(=O)OCC(=O)c1cccc([N+](=O)[O-])c1)N1C(=O)C2C3CCC(C3)C2C1=O (stereo not given)
 : -3, -2, 4, 3, -2, 0, 3, 1, 1.1, -2
22) Cc1ccc(-c2nnc(Nc3ccc(CC(N)=O)cc3)c3ccccc23)cc1S(N)(=O)=O
 : 3, 4, 5, 0, 4, 1, -4, -5, -0.5, -9
23) CCCCc1ccc(NC(=O)N2CCNC(=O)C2CC(=O)Nc2ccsc2C(=O)OC)cc1 (stereo not given)
 : 4, -1, -14, -3, 1, -6, -4, -2, 0.0, -3
24) O=C(COC(=O)c1ccccc1O)Nc1cccc(S(=O)(=O)N2CCCC2)c1
 : 0, -1, -1, 2, 4, 1, 4, -2, 1.9, -3
25) COc1cccc(-c2nnc(SCC(=O)N3CCOCC3)o2)c1
 : 1, 2, -1, 4, -3, 0, 2, -1, -0.1, -1
26) CCN1C(=O)[C@H]2[C@@H](c3ccc(-c4ccc(OC)cc4)cc3)N3CCC[C@@]3(C(=O)OC)[C@H]2C1=O
 : -1, 1, -17, -2, -3, 5, -8, 0, -6.7, -8
27) NC(=O)C1CCN(C(=O)/C=C/c2cc(Br)ccc2F)CC1
 : 1, -1, -1, 4, -7, 1, 5, 9, 0.3, -4
28) Cn1c(=O)[nH]c(=O)c2c1nc(N/N=C/c1ccncc1)n2Cc1ccc(Cl)cc1
 : 0, 3, 1, -1, -2, 2, 1, 4, -0.1, 5
29) C=CCOC(=O)C1=C[C@@H](c2ccccc2)C[C@@H](OCc2ccc(CO)cc2)O1
 : 0, 2, 2, -1, -3, 0, -4, -1, 0.5, 0
30) COc1ccc(OC)c(C(=O)N(C[C@H]2CC[C@@H]([C@@H]3CC[C@H](CO)O3)O2)C(C(=O)NC(C)(C)C)c2ccc(-c3ccccc3)cc2)c1 (stereo not given in full)
 : 2, -2, -5, 7, -3, -8, 5, -2, 0.6, 5
31) O=C(O)C(Cc1ccc(F)cc1)c1ccccc1 (stereo not given)
 : 4, 3, -23, -3, -2, 7, 3, -3, -0.2, -2
32) OC(c1ccc(F)cc1)c1ncc(-c2cccc(C(F)(F)F)c2)[nH]1 (stereo not given)
 : 2, -2, 1, 2, -6, -3, -5, -3, 0.3, -4
33) COc1ccc(C(O)Cc2nccn2C)cc1 (stereo not given)
 : -2, -3, 1, 4, 1, -4, -3, -7, 0.1, 6
34) CCN(C(=O)CSc1nc2n[nH]c(C)c2c(=N)n1-c1ccc(Cl)c(C)c1)c1cccc(C)c1
 : 2, 20, -10, 7, 6, -1, 1, -1, -0.8, -21
35) CCNC(=S)N1CCN(c2nc(-c3ccc(F)cc3)cs2)CC1
 : 0, 0, -5, 1, 6, 0, -3, 6, 0.0, 7
36) CCOC(=O)C1(Cc2cccc(OC)c2)CCCN(C(=O)c2cc(CC(C)C)[nH]n2)C1 (stereo not given)
 : 1, 0, 16, -5, -5, -1, -4, 7, -0.5, 13
37) Cc1ccc(NC(=O)COC(=O)c2ccc(CN3CCCC3=O)cc2)cc1C
 : 1, -3, 2, -7, 6, 0, 10, 7, 0.1, 10
38) CCC(Sc1nc(C)cc(C)n1)C(=O)Nc1ccc(Cl)cn1 (stereo not given)
 : 0, -1, 8, -3, 4, -3, 2, 1, 0.1, -6
39) CC(C)=CCN1CCN(Cc2ccc(Oc3ncccn3)cc2)CC1CCO (stereo not given)
 : -3, -1, 3, -5, 3, 1, 4, 1, 0.7, -1
40) COc1ccc(NC(=O)COc2ccc(C(=O)c3ccc(F)cc3)cc2)cc1S(N)(=O)=O
 : -1, -4, 7, 4, 4, 2, 0, -4, 0.1, -8

# The closing 4 entries of the part before come first, to join the parts.
37. Cc1ccc(NC(=O)COC(=O)c2ccc(CN3CCCC3=O)cc2)cc1C
38. CCC(Sc1nc(C)cc(C)n1)C(=O)Nc1ccc(Cl)cn1 (stereo not given)
39. CC(C)=CCN1CCN(Cc2ccc(Oc3ncccn3)cc2)CC1CCO (stereo not given)
40. COc1ccc(NC(=O)COc2ccc(C(=O)c3ccc(F)cc3)cc2)cc1S(N)(=O)=O
41. CCOC(=O)N1CCC(N2CCN(c3ccccc3)CC2)CC1
42. O=C(C1CCN(Cc2ccc(F)cc2)CC1)N(CCO)Cc1ccccc1
43. COc1ccc(CC(=O)OCC(=O)N2CCCc3ccccc32)cc1OC
44. COc1cc2c(cc1OC)CN(C(=O)c1nn(Cc3ccccc3)c(=O)c3ccccc13)CC2
45. O=C1C2C3C=CC(C4CC34)C2C(=O)N1/N=C/c1ccc(-c2ccc(F)cc2[N+](=O)[O-])o1 (stereo not given)

compound no.	37	38	39	40	41	42	43	44	45
PRMT1 inh	1	0	-3	-1	-3	1	0	-2	2
UHRF1 MBD2 ctr	-3	-1	-1	-4	-2	0	-1	0	-1
TDP2 inh	2	8	3	7	-11	5	18	0	12
MBD2 inh	-7	-3	-5	4	4	-1	-6	2	3
Tn7 DDE FP	6	4	3	4	-4	0	0	-7	7
LEDGF integ inh	0	-3	1	2	0	-2	-1	5	2
DDE Tn6 FP inh	10	2	4	0	4	-6	-2	-3	15
TCR CD3 inh	7	1	1	-4	-1	-1	1	2	-3
KLK7 zymogen act	0.1	0.1	0.7	0.1	0.3	-0.2	-0.5	0.1	-0.1
SIAE primary	10	-6	-1	-8	-1	-3	-1	1	-2

46. O=C(Nc1cccc2ccccc12)NC1CCCCC1O (stereo not given)
47. CC(=O)c1cccc(NC(=O)C2=CC(c3ccc4c(c3)OCO4)=NS(=O)(=O)N2C)c1
48. O=C(NNS(=O)(=O)c1ccc(Cl)cc1)c1ccc(S(=O)(=O)N2CCCCC2)cc1
49. C[C@H]1COc2cc(N3CCCC3)ccc2S(=O)(=O)N1
50. C(=N\Nc1ccc2nncn2n1)/c1ccco1
51. Cn1c(=O)c2cc(S(=O)(=O)NC(C(=O)NCc3cccnc3)c3ccccc3)ccc2n(C)c1=O (stereo not given)
52. CCCNC(=O)N(C)C[C@@H]1Oc2cc(Br)ccc2S(=O)(=O)N([C@@H](C)CO)C[C@H]1C
53. Cc1ccc(Cl)cc1NC(=O)CC1NCCNC1=O (stereo not given)

compound no.	46	47	48	49	50	51	52	53
PRMT1 inh	2	-1	-4	0	0	-7	4	0
UHRF1 MBD2 ctr	2	0	4	2	-1	-2	2	2
TDP2 inh	-8	6	-10	6	5	-6	4	10
MBD2 inh	2	0	3	-3	-7	-3	3	-2
Tn7 DDE FP	-3	8	-8	6	-4	-4	-8	-3
LEDGF integ inh	-3	-1	4	-3	2	2	-1	0
DDE Tn6 FP inh	6	1	2	1	9	10	-1	-1
TCR CD3 inh	2	4	1	-1	9	8	6	-5
KLK7 zymogen act	-0.9	1.5	0.7	-0.2	-0.3	-0.5	-0.1	-0.3
SIAE primary	-2	-2	-2	0	-1	-3	0	10

# From PubChem
